MsrA inh – inhibitors of bovine MsrA; AID 651718; inhibition, % at 15.5 µM; purified bovine MsrA, absorbance read-out; 0.75% of 360,000 active; in the data active = inhibition above about 4.5%;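 note: 0% = vehicle wells with enzyme and 100% = reference inhibitor wells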
CendR NRP1 mod – alters CendR peptide binding to human NRP-1. 0.85% of 360,000 active. O14786. FAM-RPARPAR peptide binding to NRP-1, fluorescence polarization. inhibition, % at 25 µM;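 active = inhibition or corrected inhibition above about 18%, plus a signal ratio from 0.5 to 1.5, limit read from the data, passing the limit was not always enough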; note: strong numbers were not always called active
Target sequence (O14786 whole entry, looked up): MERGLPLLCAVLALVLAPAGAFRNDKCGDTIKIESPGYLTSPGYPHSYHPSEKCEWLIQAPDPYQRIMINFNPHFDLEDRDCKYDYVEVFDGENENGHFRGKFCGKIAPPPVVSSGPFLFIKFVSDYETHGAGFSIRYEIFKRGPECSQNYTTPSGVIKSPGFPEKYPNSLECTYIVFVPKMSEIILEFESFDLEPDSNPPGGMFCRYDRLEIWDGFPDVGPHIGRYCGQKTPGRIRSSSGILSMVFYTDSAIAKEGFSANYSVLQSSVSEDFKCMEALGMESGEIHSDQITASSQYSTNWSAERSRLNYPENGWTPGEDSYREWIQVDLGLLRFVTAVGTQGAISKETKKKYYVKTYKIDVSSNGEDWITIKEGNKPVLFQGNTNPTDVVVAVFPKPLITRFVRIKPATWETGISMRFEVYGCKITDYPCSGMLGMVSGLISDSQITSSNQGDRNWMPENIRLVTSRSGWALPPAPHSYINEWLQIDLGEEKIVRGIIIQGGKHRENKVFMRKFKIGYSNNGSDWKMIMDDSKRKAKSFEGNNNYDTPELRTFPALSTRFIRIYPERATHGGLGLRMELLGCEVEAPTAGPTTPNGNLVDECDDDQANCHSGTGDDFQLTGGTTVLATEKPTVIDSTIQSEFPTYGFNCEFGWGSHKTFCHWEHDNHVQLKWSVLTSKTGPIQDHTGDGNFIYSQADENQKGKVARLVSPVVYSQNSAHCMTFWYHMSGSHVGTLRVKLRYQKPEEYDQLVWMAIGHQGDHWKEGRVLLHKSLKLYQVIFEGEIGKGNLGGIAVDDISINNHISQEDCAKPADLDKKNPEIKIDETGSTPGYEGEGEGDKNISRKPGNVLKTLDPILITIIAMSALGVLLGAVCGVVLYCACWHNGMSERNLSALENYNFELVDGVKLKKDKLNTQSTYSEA
Tb MetRS inh – Trypanosoma brucei MetRS inhibition. purified T. brucei MetRS, ATP depletion, Kinase-Glo luminescence. inhibition, % at 11.9 µM. 0.4% of 360,000 active;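 active = inhibition above a per-plate cutoff of the control wells' mean inhibition plus 3 SD, cut at about 5.5% in these data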;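 note: 0% = DMSO wells median and 100% = median of wells with control inhibitor compound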
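Material – parasite MetRS enzyme · Medium – HEPES-MgCl2-KCl buffer plus DTT, spermine, BSA, pyrophosphatase · Reagent – ATP, methionine and E. coli bulk tRNA substrates · Times – 15 min enzyme-compound preincubation, 2 h reaction, 10 min detection, 25 °C · Measured by – luminescence of leftover ATP · Evaluation – percent inhibition relative to median high and low control wells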
E coli Lon inh – E. coli protease La inhibition; P0A9M0; AID 602123; 0.42% of 360,000 active; inhibition, % at 7.94 µM; purified E. coli Lon protease, fluorescence polarization; in the data active = inhibition above about 13%, passing the limit was not always enough;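 note: 0% = enzyme with probe and DMSO and 100% = no enzyme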
DNMT1 block – DNMT1 (human) enzyme inhibition | 0.83% of 360,000 active | P26358 | AID 588458 | DNMT1 molecular beacon, Hinp1I cleavage, fluorescence | inhibition (reported as % activation of signal), % at 10 µM; in the data active = inhibition above about 50%
LMPTP block – LMPTP (human) inhibition. P24666. recombinant LMPTP-A, OMFP fluorogenic substrate, fluorescence intensity. inhibition, % at 20 µM. 0.22% of 360,000 active. AID 651560;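 active = compounds that cut the enzyme signal by at least half of the control window in the single-dose screen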;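 note: plate controls were DMSO wells with enzyme plus substrate for no effect and substrate without enzyme for full effect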
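Test system: LMPTP-A phosphatase enzyme. Amount: LMPTP-A at 0.625 nM final in the reaction. Reagent: OMFP substrate, 400 µM final. Times: 50 min at room temperature. Signal: endpoint fluorescence intensity from OMFP dephosphorylation. Read-out basis: % inhibition. Benchmarks: no-enzyme and uninhibited controls.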
bovine MsrA act – activators of bovine methionine sulfoxide reductase A; purified bovine MsrA, absorbance read-out; activation, % at 10.6 µM; 0.3% of 360,000 active; in the data active = activation above about 7.5%;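 note: 0% = vehicle and 100% = reference activator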
Scp1 inh – Scp-1 (human) phosphatase inhibition | 0.88% of 340,000 active | inhibition, % at 20 µM | Recombinant Scp1, phosphopeptide, malachite green phosphate absorbance | Q9GZU7 | AID 493091;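 active = inhibition above about 50% at 20 µM, limit read from the data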;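 note: plate controls were DMSO wells with enzyme for no effect and wells lacking enzyme for full effect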
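Material – SCP-1 phosphatase catalytic domain, residues 76-261 · Buffer or medium – Acidic Tris acetate buffer with magnesium and detergent · Also added – Phospho 17-mer peptide substrate · Compound – single 20 µM dose, 1% DMSO · Times – 45 min room-temperature reaction, 5 min colour, 30 min stabiliser · Technique – Phosphate-binding colour reagent, absorbance read at 630 nm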
SUMO1 PPI mod – modulators of human SUMO1-mediated protein-protein interactions | SUMO1 binding to a labelled peptide, TR-FRET, 1 h | P63165 | AID 602429 | 0.33% of 360,000 active | inhibition, % at 20 µM; in the data active = inhibition above about 37%
Target sequence (P63165 whole entry, looked up): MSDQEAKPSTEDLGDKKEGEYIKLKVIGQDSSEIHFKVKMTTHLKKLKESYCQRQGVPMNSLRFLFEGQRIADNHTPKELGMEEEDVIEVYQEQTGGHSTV
STEP inh – inhibitors of human striatal-enriched phosphatase STEP. inhibition, % at 20 µM. P54829. 0.25% of 360,000 active. recombinant STEP, OMFP fluorogenic substrate, fluorescence;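 active = inhibition at 20 µM, scaled per plate between control wells, above about 37%, limit read from the data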;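 note: 0% = DMSO with enzyme and substrate and 100% = substrate only without enzyme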
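System: isolated STEP enzyme; schedule: 20 min enzyme reaction at room temperature, protected from light; medium: Bis-Tris buffer pH 6.0, 2.5 mM DTT, 0.005% Tween 20; signal: fluorescence, 480/540 nm; dosing: single compound dose of 20 µM, 1% DMSO final; also added: OMFP substrate, 25 µM final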
Active calls of the source: *; x = not tested or not shown.

DNMT1 block	LMPTP block	Tb MetRS inh	bovine MsrA act	SUMO1 PPI mod	Scp1 inh	CendR NRP1 mod	MsrA inh	E coli Lon inh	STEP inh	SMILES
1	-1.6	-0.6	0	-12	1	5	0.5	5	-2	Cc1ccc(C2=Nc3cccnc3C(c3ccccc3)=NN2)cc1
3	-0.8	-0.8	-13	-7	4	-25	-0.5	7	-1	N#CC1=C(N)C(C#N)(C#N)[C@H](c2cccnc2)[C@H]2CN(C(=O)OCc3ccccc3)CC=C12
-1	0.3	-0.6	-7	0	-8	10	0.0	-9	4	COc1ccccc1NC(=S)NC(=O)C(C)(C)C
-9	2.8	-0.1	-1	0	-8	3	-0.1	4	3	C[C@@]12C(=O)Nc3ccccc3C(=O)N1[C@H]1c3cc(Br)ccc3OC[C@@H]1[C@@H]2c1ccccc1
2	-0.3	-1.2	-8	2	-75	1	x	0	0	Cc1cc2nc(C3CCN(Cc4nnnn4Cc4cccs4)CC3)[nH]c2cc1C
1	0.5	0.2	-7	0	8	-3	-0.2	-6	1	Cc1ccc(S(=O)(=O)N2CCN(C(=O)CNC(=O)c3ccc(Cl)cc3)CC2)cc1
-1	0.1	0.2	-3	6	x	1	-0.8	-3	-2	CCc1ccccc1OCC(=O)Nc1nnc(C2CC2)s1
17	-1.7	-0.4	-2	1	3	-4	0.1	-4	-1	CCN(C(=O)CSc1nnc(C)n1Cc1ccccc1)C1CCS(=O)(=O)C1 (centres undefined)
-1	-1.1	-0.6	-7	4	-3	1	0.6	5	-1	CCOc1ccc(S(=O)(=O)NCCCl)cc1
-1	0.5	-0.9	-4	2	6	-8	1.2	-8	-3	O=C(CSc1nnc(-c2ccc(F)cc2)c2ccccc12)NCC1CCCO1 (centres undefined)
4	0.5	0.4	1	5	1	9	1.5	-13	-1	[C-]#[N+][C@H](O[C@@H]1O[C@H](CO)[C@@H](O)[C@H](O)[C@H]1O)c1ccccc1
0	-5.7	-0.3	0	0	-6	0	-1.2	4	0	Cc1cc(-c2nn(-c3ccccc3F)cc2CN2CCC(C(N)=O)CC2)c(C)s1
-6	1.9	0.2	3	11	x	13	-0.3	-5	-1	CC1(Cc2ccc3c(c2)OCO3)C(=O)Nc2ccc(-c3cccc(C(F)(F)F)c3)cc21 (centres undefined)
8	-4.0	0.1	-3	1	-14	-10	-0.7	-5	-1	Cc1nc(NC2CCCC2)sc1C(=O)N(C)C
-3	1.8	0.5	-5	-8	-13	-29	0.6	-2	-2	COc1ccc(OC)c(NC(=O)c2cc3ccccc3cc2OC)c1

New compounds follow
DNMT1 block	LMPTP block	Tb MetRS inh	bovine MsrA act	SUMO1 PPI mod	Scp1 inh	CendR NRP1 mod	MsrA inh	E coli Lon inh	STEP inh	SMILES
-7	-1.7	-0.2	-2	3	-11	-7	0.1	-2	-5	O=C(NCCc1ccccc1)c1ccc(CS(=O)(=O)Cc2ccccc2F)o1
1	-1.5	-0.2	-6	0	-7	-4	-0.6	-4	1	O=C(NCCc1ccccc1)C1CCN(C2CCN(C(=O)CC3=CCCCC3)CC2)CC1
-15	1.0	0.3	-2	6	-7	-1	1.2	0	2	O=C(NC(NC(=S)Nc1ccccc1Cl)C(Cl)(Cl)Cl)c1cccc(Cl)c1 (centres undefined)
18	-0.1	-1.0	-5	2	-8	2	-0.9	-8	5	COC(=O)c1cc(NC2c3ccccc3C(=O)N2Cc2ccco2)cc(C(=O)OC)c1 (centres undefined)
-4	-0.7	-0.4	-2	-6	-6	15	0.7	3	1	COc1cc(NC(=O)c2cccc(Br)c2)nc(OC)n1
2	-1.1	-0.1	-1	2	-3	10	-1.9	7	0	c1ccc(COc2ccc(CNCc3cccnc3)cc2)cc1
-11	0.5	0.0	-3	2	-7	-12	-0.2	0	-1	CC(=O)Nc1ccc(-c2csc(NC(=O)CCCc3cccs3)n2)cc1
3	-1.9	-0.7	0	-4	x	17	-0.9	4	0	CC1=C(C(=O)N(C(C)C)C(C)C)CC(CC(=O)NCc2ccco2)C(=O)N1Cc1ccccc1 (centres undefined)
7	3.3	-0.3	-3	-1	x	-4	-0.6	7	-4	CC(C)Cc1ccc(-c2cc3nc(NCC4CC4)ccn3n2)cc1
-2	-1.0	-0.1	-1	1	-2	-5	0.4	5	2	CCCC(=O)NC(=S)Nc1ccccc1C(F)(F)F
5	-0.7	0.0	-7	-2	0	8	0.0	-5	-2	CC(=O)C[C@@H](O)CC(=O)[C@@H]1OC(=O)CCCCCCCc2ccccc21
-2	-2.3	-0.4	-3	1	2	-4	0.2	-1	-5	COc1ccc(-c2ncncc2-c2csc(C)n2)c(O)c1OC
-1	3.0	0.0	0	6	-12	2	-0.7	-8	-1	COCc1ccc(-c2ccc3c(c2)c(C#Cc2ccsc2)c(-c2cc(OC)cc(OC)c2)n3C)cc1
1	1.2	-0.7	-2	-22	2	-4	-0.5	-5	1	Cc1cccc2sc(NC(=O)c3ccc(OCC4CCCO4)cc3)nc12 (centres undefined)
-3	-0.2	-0.1	-1	3	-10	5	0.0	-2	-3	O=C(CN1C(=O)NC2(CCc3ccccc32)C1=O)NCc1cccc(C(F)(F)F)c1 (centres undefined)

No new results follow: two of the compounds above.
DNMT1 block	LMPTP block	Tb MetRS inh	bovine MsrA act	SUMO1 PPI mod	Scp1 inh	CendR NRP1 mod	MsrA inh	E coli Lon inh	STEP inh	SMILES
1	-1.6	-0.6	0	-12	1	5	0.5	5	-2	Cc1ccc(C2=Nc3cccnc3C(c3ccccc3)=NN2)cc1
3	-0.8	-0.8	-13	-7	4	-25	-0.5	7	-1	N#CC1=C(N)C(C#N)(C#N)[C@H](c2cccnc2)[C@H]2CN(C(=O)OCc3ccccc3)CC=C12

Later entries.
DNMT1 block	LMPTP block	Tb MetRS inh	bovine MsrA act	SUMO1 PPI mod	Scp1 inh	CendR NRP1 mod	MsrA inh	E coli Lon inh	STEP inh	SMILES
8	-0.7	-0.3	-2	5	x	8	0.4	-2	5	C[C@@H]1CN([C@@H](C)CO)C(=O)CCCn2nncc2CO[C@@H]1CN(C)C(=O)OCc1ccccc1
1	-0.8	-0.7	0	3	-5	6	-0.5	3	-1	N#CC1(NC(=O)CSc2nnc(-c3ccccc3F)o2)CCCCC1
0	-1.0	1.2	-4	-11	-7	10	-0.1	-3	2	COc1ccc(NC(=O)CS(=O)CC(=O)Nc2cccc3cccnc23)cc1 (centres undefined)
1	3.0	0.2	-4	7	-16	-6	-0.8	-2	5	CC(=O)Nc1cccc(-c2cc(-c3c(Cl)cccc3Cl)no2)c1
3	-1.0	-0.8	-2	-2	-6	-2	-1.3	-5	0	CC[N+](C)(CC)CCOC(=O)C1c2ccccc2Oc2ccccc21
4	-0.7	-0.7	-9	-1	-1	-2	-0.7	-4	-2	Cc1cccc(OCc2nnc(SCC(=O)Nc3cccc(C(=O)N4CCOCC4)c3)n2C)c1
-1	-0.7	-0.6	-7	3	-1	4	0.7	-5	0	COc1ccc(CC(=O)NNC(=O)CSc2nnc(Cc3ccc(OC)cc3)n2-c2ccccc2)cc1
4	-0.8	0.4	-1	1	-8	-14	2.9	-1	-2	O=C1NC2(CCCCCC2)C(=O)N1Cc1ccccc1
-1	1.0	-1.1	-3	19	-11	-9	0.3	-3	5	O=C(CSCc1ccccc1)Nc1cccc(C(=O)Nc2ccc(C(=O)O)cc2)c1
3	0.4	-0.2	0	-29	0	-2	0.6	-5	3	Cc1csc(=O)n1CCC(=O)OCC(=O)Nc1cc([N+](=O)[O-])ccc1Cl
5	2.5	-1.0	-5	-3	-3	12	0.9	-13	2	Cc1nc(CS(=O)(=O)c2ccccc2)cc(N2CCN(c3ccccc3F)CC2)n1
3	0.3	-0.2	-4	-5	-3	0	-0.3	-3	-2	COc1ccc(F)cc1S(=O)(=O)NCC(c1ccc2c(c1)OCO2)N1CCN(C)CC1 (centres undefined)
-3	-1.2	-0.3	1	3	-3	10	-0.4	-1	-1	CCOc1ccc(-n2cc(C(=O)NCCOC)c3cc(OC)c(OC)cc3c2=O)cc1
-1	0.5	-0.6	-13	3	6	-8	1.1	-5	8	COc1ccc(-c2nn3c(C4CCCCC4)nnc3s2)cc1OC
-1	0.6	-0.4	0	-1	-4	3	-0.3	6	-2	COC(/C=C/Nc1ccc(OC)cc1)=C(C#N)C#N

(further entries)
DNMT1 block	LMPTP block	Tb MetRS inh	bovine MsrA act	SUMO1 PPI mod	Scp1 inh	CendR NRP1 mod	MsrA inh	E coli Lon inh	STEP inh	SMILES
7	-2.4	-0.8	-3	-30	-12	2	-0.4	-8	1	CCCc1noc(-c2cccc([N+](=O)[O-])c2)n1
-14	-2.1	-0.3	-5	-3	-7	-10	-0.7	-10	-2	CC(C)(C)NC(=O)NC(=O)CN1CCc2ccccc21
3	-10	-0.6	-4	4	-5	-12	-0.4	3	-7	CCCCCN(C(=O)COC(=O)COc1c(C)cc(C)cc1C)c1c(N)n(CCCC)c(=O)[nH]c1=O
0	0.2	-1.2	-4	-17	-7	4	2.1	5	0	COc1ccc(/C=C/C(=O)Nc2cccnc2Cl)cc1
1	1.0	-0.1	-1	6	-5	3	-0.9	-2	1	Cc1ccc(S(=O)(=O)N2CCOC23CCN(C(=O)c2cc(Cl)ccc2Cl)CC3)cc1
67*	10	6.2*	9.9*	52*	-8	20	49*	5	2	O=C1C(Nc2ccc(O)cc2)=C/C(=N/S(=O)(=O)c2cccs2)c2ccccc21
3	-0.6	-0.6	-1	-8	-6	-3	-1.0	-2	-3	CCCCN(Cc1ccccc1)C1CCN(Cc2ccccc2)CC1
0	-1.4	-0.1	-3	5	-3	8	0.3	6	-1	Cc1cc(=O)c(C(=O)O)nn1-c1ccccc1Cl
1	-0.3	-0.1	0	0	-9	-14	0.8	-11	-2	CN(C)S(=O)(=O)c1ccc(C(=O)Nc2ccc(Cl)cc2)cc1
-3	-0.2	-1.1	-6	5	2	20	0.8	-1	0	O=S1CC/C(=N\O)c2ccccc21 (centres undefined)
-3	1.2	-0.7	-3	-18	-5	-53	0.2	-13	0	Cc1cccc(C)c1NC(=O)COC(=O)c1cccc2c1C(=O)c1ccccc1C2=O
1	0.4	0.2	0	-5	-7	1	1.0	0	-2	CC(C)(C)N(CC#CCC1(O)c2ccccc2-c2ccccc21)CCO
3	-0.4	0.2	0	-3	x	-6	0.2	-8	0	O=C(NC1CCCCC1)c1ccc2ccccc2c1
-20	6.6	-0.2	-2	3	-3	0	-0.2	2	1	CCC(=NCCc1c(C)[nH]c2ccc(OC(F)(F)F)cc12)C1=C(O)CC(c2ccccc2)CC1=O (centres undefined)
2	-1.6	-0.5	-5	-24	6	-2	4.9*	9	-1	CC1(C)OC(=O)C(=NNc2ccccc2C(=O)O)C(=O)O1
5	0.6	-0.5	-1	9	-1	-10	0.4	5	1	CCN(CC)S(=O)(=O)c1cc(NC(=O)c2n[nH]c(=O)c3ccccc23)ccc1C

High-throughput results from PubChem BioAssay.
